From PubChem BioAssay
Eya2 inh = qHTS Assay for Inhibitors of the Phosphatase Activity of Eya2; recombinant Eya2, OMFP fluorescence dephosphorylation (OMFP is methylfluorescein phosphate); Potency, µM (series often up to 76.9 µM), inactives show at the top dose activity, negative = inhibition, most hits filed as inhibitors; AID 488837, 2010; 330,000 tested, 0.006% active; also: potency is read from the fitted curve at half-maximal effect; % is scaled to controls: 0 for no effect and ±100 for the full control effect
Target sequence (O00167 whole entry, looked up): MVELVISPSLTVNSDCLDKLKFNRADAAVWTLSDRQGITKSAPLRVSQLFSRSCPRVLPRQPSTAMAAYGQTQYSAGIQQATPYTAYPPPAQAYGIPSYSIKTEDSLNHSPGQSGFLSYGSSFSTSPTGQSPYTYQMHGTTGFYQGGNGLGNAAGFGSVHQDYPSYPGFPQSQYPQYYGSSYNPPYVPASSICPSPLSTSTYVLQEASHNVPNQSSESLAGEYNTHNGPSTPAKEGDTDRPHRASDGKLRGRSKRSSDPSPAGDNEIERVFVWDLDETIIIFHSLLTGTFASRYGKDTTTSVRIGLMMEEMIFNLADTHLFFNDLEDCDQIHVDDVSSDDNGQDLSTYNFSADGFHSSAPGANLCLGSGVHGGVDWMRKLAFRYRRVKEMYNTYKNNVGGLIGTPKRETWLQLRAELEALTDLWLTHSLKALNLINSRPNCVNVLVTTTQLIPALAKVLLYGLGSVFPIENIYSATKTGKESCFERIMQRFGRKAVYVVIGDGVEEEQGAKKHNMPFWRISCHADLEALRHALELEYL
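Eya2 protein (added as 0.2 uM solution) was preincubated with compound for 10 min at ambient temperature in 50 mM HEPES pH 7.5, 50 mM NaCl, 5 uM MgCl2, 0.05% BSA, 1 mM DTT. OMFP (added at 50 uM) then reacted 10 min; fluorescence read at 485/525 nm.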
ELG1 genotoxic = qHTS screen for small molecules that induce genotoxicity in human embryonic kidney (HEK293T) cells expressing luciferase-tagged ELG1. HEK293T ELG1-luciferase reporter, luminescence, 16 h. Potency, µM (titrated, usually from 46 µM), for the others: at the top dose activity change, positive = activation, hits mostly activators. 330,000 tested, 1.3% active. AID 504466, 2011; also: potency is read from the fitted curve at half-maximal effect; % of control where 0% means no effect; nearly all actives have a fitted effect of over 60% in size
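Step 1: seed 2,000 HEK293T ELG1-luciferase cells per well. Step 2: add compound or DMSO, incubate 16 hr at 37 °C. Step 3: ONE-Glo, 30 min at room temperature, read luminescence.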
S-ASM inh = Inhibitors of Secretory Acid Sphingomyelinase (S-ASM): qHTS. Sphingomyelin phosphodiesterase (Homo sapiens), P17405. placental ASM, HMU-PC fluorogenic substrate, 60 min. Potency, µM (titrated, usually from 57.5 µM), without a hit: at the top dose activity change, negative = inhibition, usual class: inhibitors. 340,000 tested, 0.006% active. AID 504937, 2011; also: potency is read from the fitted curve at half-maximal effect
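Fluorescence read-out (Ex 386 nm, Em 447 nm) after stopping the reaction at pH 10. Enzyme: ASM from human placenta; substrate HMU-PC0, 9 uM final; 60 min, 37 °C. Compound preincubation 10 min, ambient temperature.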
TSG101-PTAP inh = qHTS Assay for Iinhibitors of HIV-1 Budding by Blocking the Interaction of PTAP/TSG101. Tumor susceptibility gene 101 protein (Homo sapiens), Q99816. Fluorescence polarization, FITC-PTAP peptide / Tsg101 binding. Potency, µM (top dose mostly 115 µM), for the others: at the top dose activity change, negative = inhibition, most hits filed as inhibitors. 340,000 tested, under 10 active; active = well fitted inhibition curve with a large enough effect in the main read-out, with a control signal flat, not every such curve was filed as active; inconclusive = small, poorly fitted or top-dose-only effect, or effect the other way, or a change in a side signal; inactive = no such curve, though single readings can be large or run the other way; also: potency is read from the fitted curve at half-maximal effect; % of control where 0% means no effect
Target sequence (Q99816 whole entry, looked up): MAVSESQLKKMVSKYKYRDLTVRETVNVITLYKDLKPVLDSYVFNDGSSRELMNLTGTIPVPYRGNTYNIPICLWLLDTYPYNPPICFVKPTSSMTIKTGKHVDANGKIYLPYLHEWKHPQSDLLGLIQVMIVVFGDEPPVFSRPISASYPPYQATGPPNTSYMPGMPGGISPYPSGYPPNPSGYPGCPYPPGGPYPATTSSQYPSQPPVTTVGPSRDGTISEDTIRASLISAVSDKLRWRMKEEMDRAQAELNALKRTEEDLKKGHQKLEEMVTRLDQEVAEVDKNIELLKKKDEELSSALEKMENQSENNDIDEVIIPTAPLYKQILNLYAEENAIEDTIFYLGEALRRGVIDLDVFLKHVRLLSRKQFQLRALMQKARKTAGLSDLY
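FP read-out: FITC-PTAP peptide, 50 nM final, binding Tsg101 binding domain, 10 uM final; 20 min, r.t.; 10 mM HEPES pH 7.5, 0.15 M NaCl, 0.01% Tween 20, 3 mM EDTA, 0.1 mM TCEP.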
uPA generation = qHTS for Inhibitors of Cell Surface uPA Generation; cell surface uPA generation assay, qHTS; Potency, µM (titrated, usually from 38.3 µM), without a hit: at the top dose activity change, negative = inhibition, most hits filed as inhibitors; 330,000 tested, 0.31% active; AID 540303, 2011; active = well fitted inhibition curve with a large enough effect; inconclusive = small, poorly fitted or top-dose-only effect; inactive = no such curve, though single readings can be large or run the other way; tested in mouse RAW 264.7 cells; also: potency is read from the fitted curve at half-maximal effect; % is scaled to controls: 0 for no effect and ±100 for the full control effect; nearly all actives have a fitted effect of over 55% in size
TRPV1 ag = HTS Assay for Compounds that Act as Agonists of the Vanilloid Receptor 1; Transient receptor potential cation channel subfamily V member 1 (Homo sapiens), Q8NER1; TRPV1-expressing cells, Fluo-8 calcium influx, agonist mode; activation, % at 8.33 µM; 320,000 tested, 0.19% active; AID 540275, 2011; in the data active = activation above about 80%; inconclusive = between about 30% and that limit; also: 0% is about no effect
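Fluo-8 calcium influx in TRPV1-expressing cells, kinetic read (ex 480/em 520 nm). Compound added and read 3 min for agonist activity, followed by capsaicin at EC20 final and 2 min further read for enhancement.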
p53 reactivation = qHTS assay for re-activators of p53 using a Luc reporter; H1299 p53-A138V BP100-luciferase reporter, luminescence, 24 h; 320,000 tested, 0.063% active; Potency, µM (titrated, usually from 92.2 µM), for the others: at the top dose activity change, positive = activation, hits mostly activators; AID 504706, 2011; also: potency is read from the fitted curve at half-maximal effect; % of control where 0% means no effect; nearly all actives have a fitted effect of over 45% in size
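H1299 (p53-null), stable ts p53-A138V + BP100-Luc; 1000 cells/well, Opti-MEM/10% FBS; cpd 4 pt, 1:5; 24 h, 37 deg C, 5% CO2; detection reagent 10 min RT; luminescence.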
a7 integrin act = qHTS for Activators of Integrin-Mediated Alleviation for Muscular Dystrophy. 350,000 tested, 0.064% active. Potency, µM (titrated, usually from 38.3 µM), without a hit: top-dose activation, most hits filed as activators. alpha7betagal myoblasts, beta-gal FDG fluorescence, 48 h;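 also: potency is read from the fitted curve at half-maximal effect; 100% = response of the positive control SU9516; nearly all actives have a fitted effect of over 60% in size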
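alpha7betagal+/- myoblasts (passage 13, 250/well) treated 48 h at 37C with compounds at 1:260 dilution of DMSO stock. Lysed, then beta-galactosidase activity read as FDG fluorescence (ex 480/em 540) after 30 min, with pre-read for autofluorescence.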
BRCA1 expr act = qHTS Assay to Identify Small Molecule Activators of BRCA1 Expression. MCF7-BRCA1-FFLuc reporter, luminescence, 48 h; response scale: scaled: vehicle 0%, 10 µM genistein 100%. AID 624202, 2012. 380,000 tested, 1.1% active. Potency, µM (highest dose often 46.1 µM), for inactives: at the highest dose activation, most hits filed as activators; also: potency is read from the fitted curve at half-maximal effect; nearly all actives have a fitted effect of over 80% in size; some results filed as inactive show a strong effect at the top dose
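MCF7-BRCA1-FFLuc, 2000 cells/well; 2 h attach, 37 °C/5% CO2; compound 48 h; luciferase substrate 15 min; luminescence end-point. Norm. to genistein 10 microM max activation and DMSO; concentration-response curves fitted.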
USP2a inh = qHTS Assay for Inhibitors of Ubiquitin-specific Protease USP2a Using CHOP2 as the Reporter; Ubiquitin carboxyl-terminal hydrolase 2 (Homo sapiens), O75604; USP2 core, Ub-CHOP2 coupled fluorogenic reporter, 485/531; Potency, µM (highest dose often 38.3 µM), inactives show at the top dose activity change, negative = inhibition, hits mostly inhibitors; 330,000 tested, 0.01% active;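 also: potency is read from the fitted curve at half-maximal effect; plate controls were DMSO wells for no effect and full inhibition by NEM control for full effect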
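Deubiquitinase activity read as fluorescence (485/531 nm) after Ub-CHOP2 cleavage activates the enterokinase reporter on its substrate; USP2 core 10nM, Ub-CHOP2 and substrate 25nM each, 30min compound preincubation then 60min RT; data normalized to NEM, curves fitted.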
B2AR arrestin = qHTS assay of beta-arrestin-biased ligands of beta2-adrenergic receptor | Potency, µM (top dose mostly 46.1 µM), for the others: at the highest dose activation, usual class: activators | AID 492947, 2010 | 330,000 tested, 0.02% active | beta-arrestin recruitment to beta2AR, cell-based reporter | Beta-2 adrenergic receptor (Homo sapiens), P07550;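 also: potency is read from the fitted curve at half-maximal effect; 0% = DMSO controls and full agonism = EC100 isoproterenol or metaproterenol; nearly all actives have a fitted effect of over 65% in size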
* marks the source's active call; other numbers are inactive results; u = inconclusive; x = no result given; & = joins results of further samples. Unless noted, calls follow the shape of the dose curve; as a rule, active = well fitted curve in the direction sought with a large enough effect; inconclusive = small, poorly fitted or top-dose-only effect, or another doubt; inactive = no such curve, though single readings can be large; an effect the other way counts as inactive or inconclusive.

Each structure is followed by: Eya2 inh | ELG1 genotoxic | S-ASM inh | TSG101-PTAP inh | uPA generation | TRPV1 ag | p53 reactivation | a7 integrin act | BRCA1 expr act | USP2a inh | B2AR arrestin
1: Cc1ccccc1OCC(=O)OCC(=O)c1c[nH]c2ccccc12
→ -17% | -3% | -5% | -2% | 12% | 12 | -3% | -25% | -38% | 0% | 0.2%
2: CS(=O)(=O)c1ccc(-c2nnn(CC(N)=O)n2)cc1
→ 4% | 0% | 0% | -1% | 3% | 4 | 2% | 20% | -4% | 2% | -0.2%
3: CCOC(=O)C1=C(COC(=O)[C@H](C)NS(=O)(=O)c2ccccc2F)NC(=O)NC1C (some centres not stated)
→ 18% | 1% | -1% | -1% | 0% | 0 | 3% | 24% | 5% | 2% | 0.0%
4: O=C1COc2cccnc2N1
→ -29%&-5% | 3%&0% | 0% | -5% | 2% | -2&1 | -4%&4% | -2% | -2% | 0%&4% | -0.1%&-0.1%
5: O=C(Nc1cc([N+](=O)[O-])ccc1Cl)C(Sc1ccccc1)c1ccccc1 (configuration not stated)
→ 4% | -2% | -5% | -6% | 1% | 9 | -5% | -29% | -12% | -1% | 1.8%
6: CCCn1c(C)cc(C(=O)CSc2nc3ccccc3c(=O)n2Cc2ccco2)c1C
→ 2% | u | 0% | -1% | 1% | 9 | 25µM* | 29% | 18% | -4% | 0.8%
7: COc1ccc(CNS(=O)(=O)CCNC(=O)c2ccccc2)cc1
→ 9% | -1% | -5% | 0% | 6% | -5 | 2% | 17% | 13% | 0% | 0.1%
8: Cc1cc(NC(=O)CCCC(=O)N(c2ccccc2)C(C(=O)NC2CCCCC2)c2cccs2)no1 (configuration not stated)
→ 2% | -1% | -2% | -1% | 2% | 9 | -7% | 0% | -8% | 0% | 0.4%
9: CCOc1ccccc1C(=O)Nc1ccc(-n2nncc2C(C)(C)C)cc1
→ 0% | -1% | -3% | -2% | 7% | -1 | 0% | 11% | -32% | 3% | -0.2%
10: CCOc1ccc(N(Cc2nnc3n2CCCCC3)C(=O)Nc2cccc(C)c2)cc1
→ 4% | 8% | 1% | -2% | -7% | -6 | 0% | -21% | -17% | -3% | 0.4%
11: CN(CC(=O)Nc1ccc(F)cc1)C(=O)COC(=O)CCN1C(=O)C2CC=CCC2C1=O (configuration not stated)
→ -3% | 2% | x | -2% | -1% | 0 | -9% | -24% | -6% | 1% | 0.2%
12: COc1cccc(COC(=O)C2CCN(S(=O)(=O)c3ccc(Cl)cc3)CC2)c1OC
→ -14% | -1% | 5% | -11% | 2% | -2 | -5% | 1% | 3% | 1% | 0.0%
13: CC(SCC(=O)Nc1ccc(S(=O)(=O)N2CCCCC2)cc1)C(=O)O (configuration not stated)
→ 6% | 0% | 2% | -3% | 3% | 5 | -1% | 19% | 18% | 3% | 0.0%
14: CC1=C(C(=O)OCc2ccccc2)C(c2ccc(Br)cc2)NC(=O)N1CCCC(=O)O (configuration not stated)
→ 7% | -2% | 6% | -9% | 0% | 1 | x | 17% | -21% | 2% | 0.4%
15: Cc1c2c([n+]3n1CCC3)CC(C)(C)CC2=O
→ -2% | 2% | 5% | -4% | 13% | 0 | -4% | 20% | 11% | 14% | -0.7%
16: COc1ccc(Cc2n[nH]c(=S)n2N)cc1OC
→ -6% | 0% | 1% | -1% | 1% | 1 | 8% | 12% | -10% | 0% | -0.1%
17: COc1cccc(CNc2ccc(S(=O)(=O)N3CCCC3)cn2)c1
→ 12% | -1% | -2% | -4% | -2% | x | -4% | 21% | -3% | 3% | -0.8%
18: COc1cc(C(=O)NCC(=O)N/N=C(/C)c2ccc3c(c2)CCCC3)cc(OC)c1OC
→ 15% | -4% | -1% | 1% | 5% | 18 | 4% | 3% | -17% | 4% | 0.0%
19: Cc1ccc(N2C(=O)C3C4C=CC(CNC(=S)N5CCN(c6ccccn6)CC5)(O4)C3C2=O)cc1 (configuration not stated)
→ 0% | -5% | -3% | -1% | -6% | -2 | 2% | -25% | -3% | -3% | -0.1%
20: COc1cc(/C=C/C(=O)OCC(=O)NCCCc2ccccc2)ccc1O
→ 2% | 5% | 1% | -1% | -5% | x | 2% | -31% | -9% | 3% | -1.7%
21: O=c1/c(=C\c2cccn2-c2ccccc2)sc2nc3ccccc3n12
→ -5% | 4.6µM* | 2% | -4% | -4% | 5 | u | 4% | u | -3% | -0.2%
22: O=C(COC(=O)C1=COCCO1)Nc1ccc2c(c1)OCO2
→ -1% | u | 0% | -7% | 2% | 2 | 10% | 16% | 11% | -2% | 0.0%
23: O=C(Nc1ccc(C(=O)O)cc1)/C(=C\C=C\c1ccccc1)NC(=O)c1ccc(Br)cc1
→ -1% | -5% | -7% | 4% | 2% | u | -3% | -10% | 8% | -1% | -0.8%
24: CCOC(=O)C(=CNc1ccccc1Cl)C(=O)OCC
→ -4% | -2% | -7% | -9% | 10% | u | -2% | -6% | 0% | -2% | -0.6%
25: Cc1cccc(/C=C2\Sc3ccc(C(=O)N4CCC(C(N)=O)CC4)cc3N(C)C2=O)c1
→ -2% | -9% | 0% | 2% | 14% | 21 | -6% | 0% | -9% | -1% | -1.4%
26: C/C(=N/NS(=O)(=O)c1ccc(Cl)cc1)c1ccc2c(c1)OCO2
→ x | x | -6% | -11% | 6% | x | x | -24% | -1% | x | x
27: O=c1c(C(c2ccc(O)cc2)c2c(O)nc3n(c2=O)CCS3)c(O)nc2n1CCS2
→ 10% | -1% | -1% | -4% | 0% | -4 | -10% | -18% | -13% | 1% | -0.4%
28: Cc1ccc(Nc2nc3ccccc3s2)c(C)c1
→ -6% | 2.1µM* | -1% | -2% | -7% | 3 | u | 10% | 29% | 4% | -0.4%
29: CCCCN(C(=O)CCC(=O)Nc1cc(C)on1)C(C(=O)NC1CCCC1)c1ccc(OC)cc1 (configuration not stated)
→ -2% | 0% | -3% | -2% | -1% | 5 | -1% | -10% | -21% | -1% | -0.2%
30: CC1CN(C(=O)CSc2nnc(-c3ccccc3)o2)CC(C)O1 (configuration not stated)
→ -3% | -2% | 5% | -1% | -1% | -1 | 0% | 17% | 9% | -1% | 0.5%
31: Cc1cnc(-c2nnc(N(C)C(=O)C3CCCO3)s2)cn1 (configuration not stated)
→ 14% | 13% | 11% | -2% | -3% | -3 | 16% | 14% | 30% | -6% | 0.1%
32: O=c1onc(-c2ccc(Cl)cc2Cl)n1-c1cccnc1
→ -3% | -4% | 0% | 1% | -5% | x | -1% | u | 8% | 2% | -0.3%
33: CN(C)c1ccc(NC(=O)c2cccc([N+](=O)[O-])c2)c2ccccc12
→ -19% | -2% | -1% | 1% | 0% | 83* | x | 14% | -23% | 4% | 0.3%
34: O=C(CSc1nnc(-c2cccnc2)o1)Nc1ccccc1F
→ 4% | u | 0% | -5% | -2% | 1 | u | -19% | 63% | 1% | 0.3%
35: Cc1nc2ccc(NC(=O)CCS(=O)(=O)c3ccc(Cl)cc3)cc2s1
→ -3% | 1% | -3% | -5% | -8% | 4 | -7% | -33% | -22% | -3% | 2.1%
36: Fc1ccc(-c2[nH]ncc2CN2CCN(c3ccc(F)cc3)CC2)cc1
→ 5% | -4% | 0% | -2% | 8% | x | -1% | -9% | 0% | 2% | -0.3%

An excerpt from above in order of the TRPV1 ag value, smallest number first.
| cpd | Molecule | TRPV1 ag |
| --- | --- | --- |
| 31 | Cc1cnc(-c2nnc(N(C)C(=O)C3CCCO3)s2)cn1 (configuration not stated) | -3 |
| 34 | O=C(CSc1nnc(-c2cccnc2)o1)Nc1ccccc1F | 1 |
| 35 | Cc1nc2ccc(NC(=O)CCS(=O)(=O)c3ccc(Cl)cc3)cc2s1 | 4 |
| 33 | CN(C)c1ccc(NC(=O)c2cccc([N+](=O)[O-])c2)c2ccccc12 | 83* |
